DLD1 CTGF mRNA = reduction of CTGF mRNA in DLD1 cells – DLD1 colon cancer cells, RT-qPCR, single point, primary screen (AID 743449); inhibition, % at 12.5 µM; DLD1 CTGF mRNA qPCR, 24 h; stronger effect = higher value; 9,900 tested, 0.9% active;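 active means mean normalized replicate activity at least 50 and at least half of replicates each reaching 50; inconclusive means only one of the two criteria met; inactive means neither criterion met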;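 further: 0% = neutral control wells and 100% = dasatinib control wells; higher means stronger suppression of CTGF expression like dasatinib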
Pax4 mRNA alpha TC1 = Pax4 mRNA upregulation in alpha cells – RT-PCR, mouse alpha TC1 cells, single point, primary screen (AID 1053180). 9,600 tested, 0.2% active. mouse alpha TC1 cells, Pax4 mRNA qPCR, 6 days; stronger effect = higher value; 100% = Pax4 plasmid added at qPCR. activation, % at 10 µM;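 active means highest normalized replicate activity of 15 or more, or at least half the replicates reach 15 or more; inactive means neither condition met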;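 further: pax4 Ct normalized to GAPDH with activation seen as lower delta delta Ct; plate controls were plate neutral control wells for no effect and Pax4 plasmid positive control for full effect; each compound tested in two replicate wells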
Starred values were filed as active, the others as inactive; ? = inconclusive; . = not tested or not shown; & = joins results of further samples.

SMILES	DLD1 CTGF mRNA	Pax4 mRNA alpha TC1
CO[C@@H]1CN(C)C(=O)c2ccc(NC(=O)c3ccno3)cc2OC[C@H](C)N(S(C)(=O)=O)C[C@@H]1C	-16	0.0
N#C[C@@H]1[C@@H](c2ccccc2-c2cccc(F)c2)[C@@H](CO)N1C(=O)NC1CCCCC1	16	0.0
CN1C(=O)c2cc(NS(=O)(=O)c3cccc(F)c3)ccc2OC[C@@H]2O[C@H](CC(=O)N3CCc4ccccc4C3)CC[C@H]21	0	0.0
COc1ccc(C#Cc2ccc([C@H]3[C@@H](CO)N4C(=O)CN(C(=O)NC(C)C)C[C@H]34)cc2)cc1	-48	0.0
CCCNC(=O)N1CC(=O)N2[C@H](CO)[C@@H](c3ccc(-c4ccc(F)cc4)cc3)[C@@H]2C1	10	0.0
C[C@@H]1CN([C@H](C)CO)C(=O)CCCn2nncc2CO[C@H]1CN(C)CC1CCCCC1	-1	0.0
CCS(=O)(=O)Nc1ccc2c(c1)C(=O)N(C)C[C@H](OC)[C@H](C)CN(CC1CCCCC1)[C@H](C)CO2	18	0.0
O=C(C[C@H]1C[C@H]2c3cc(NS(=O)(=O)c4ccc(F)cc4)ccc3O[C@H]2[C@H](CO)O1)NCc1cccnc1	2	0.0
CC(C)(C)[S@](=O)N1Cc2cc(C(=O)NCc3ccccc3F)nc(-c3cccc(-c4cncnc4)c3)c2[C@@H]1CCO	34	0.0
CN1CCN(C(=O)C[C@H]2CC[C@H]3[C@@H](COC[C@H](O)CN3C(=O)Nc3ccc4c(c3)OCO4)O2)CC1	-16	0.0
COCC#Cc1ccc2c(c1)O[C@H](CN(C)C(=O)C1CCOCC1)[C@H](C)CN([C@H](C)CO)S2(=O)=O	7	0.0
COc1cccc(S(=O)(=O)Nc2ccc3c(c2)C(=O)N(C)[C@@H]2CC[C@@H](CC(=O)NCC4CCCCC4)O[C@@H]2CO3)c1	-30	0.0
CCCC#Cc1ccc([C@H]2[C@@H](CO)N[C@@H]2CN(C(C)=O)C2CCCC2)cc1	11	0.0
C[C@@H]1CN([C@H](C)CO)C(=O)c2cccc(N(C)C)c2O[C@H]1CN(C)Cc1ccncc1	17	0.0
N#C[C@H]1N[C@H](CO)[C@@H]1c1ccc(C2=CCCC2)cc1	21	0.0

Structures shown so far containing a cyano group, in the order listed:
SMILES	DLD1 CTGF mRNA	Pax4 mRNA alpha TC1
N#C[C@@H]1[C@@H](c2ccccc2-c2cccc(F)c2)[C@@H](CO)N1C(=O)NC1CCCCC1	16	0.0
N#C[C@H]1N[C@H](CO)[C@@H]1c1ccc(C2=CCCC2)cc1	21	0.0

Later entries:
SMILES	DLD1 CTGF mRNA	Pax4 mRNA alpha TC1
CC(C)NC(=O)NCC[C@@H]1CC[C@@H](NS(=O)(=O)c2ccc(Oc3ccccc3)cc2)[C@@H](CO)O1	21	0.0
COCC(=O)N1[C@@H](CO)[C@@H](c2ccc(-c3ccccc3OC)cc2)C12CN(C(C)=O)C2	17	.
C[C@H](CO)N1C[C@H](C)[C@@H](CN(C)C(=O)c2ccc(N3CCN(C)CC3)cc2)OCc2cnnn2CCCC1=O	-21	0.0
CO[C@@H]1CN(C)C(=O)c2ccc(NC(=O)Nc3c(C)noc3C)cc2OC[C@@H](C)N(CCC(F)(F)F)C[C@H]1C	13	0.0
C[C@H](NC(=O)C[C@H]1C=C[C@@H](NC(=O)c2cccnc2)[C@H](CO)O1)c1ccccc1	-9	0.0
N#C[C@H]1[C@@H](c2ccccc2-c2cccc(F)c2)[C@H](CO)N1C(=O)C1CC1	-15	0.0
CN(C)CC(=O)N1[C@H](C#N)[C@@H](c2ccccc2-c2ccccc2F)[C@@H]1CO	-26	0.0
CN1C(=O)c2cc(NC(=O)c3cccc(F)c3)ccc2OC[C@@H]2O[C@@H](CC(=O)NCC3CCCCC3)CC[C@H]21	25&12	0.0&0.0
Cc1ccccc1-c1cnc2c(c1)C(=O)N([C@H](C)CO)C[C@H](C)[C@@H](CN(C)Cc1ccccc1F)O2	-50	0.0
C[C@H](NC(=O)[C@@H]1[C@@H](CO)[C@@H]2Cn3c(cccc3=O)[C@@H]2N1CCC(F)(F)F)c1ccccc1	-20	0.0
CCC(=O)N1[C@H](C#N)[C@H](c2ccccc2-c2ccccc2)[C@H]1CO	9	0.0
N#Cc1cccc(-c2ccc(C3[C@@H]4CN(C(=O)C5CCOCC5)C[C@H]3N4)cc2)c1 (stereo partly specified)	-91&-30	0.0&0.0
OC[C@@H]1[C@H](c2ccc(C3=CCCC3)cc2)[C@H]2CN(Cc3ccncc3)CCCCN12	-76	0.0
CC(C)NC(=O)N1[C@@H](CO)[C@@H](c2ccccc2)C12CN(C(=O)c1ccccn1)C2	-43	.
COc1ccc(C(=O)Nc2ccc3c(c2)C(=O)N(C)[C@H]2CC[C@H](CC(=O)NCC4CC4)O[C@@H]2CO3)cc1	-28	0.0
O=C(Cc1ccccn1)N1CC(=O)N2[C@H](C1)[C@H](c1ccc(C#CCC3CCCC3)cc1)[C@@H]2CO	18	0.0
CC(C)c1cn(CC[C@@H]2CC[C@@H](NS(=O)(=O)c3ccc(F)cc3)[C@H](CO)O2)nn1	0	0.0
C/C=C/c1ccc([C@@H]2[C@@H](CO)N(C(=O)CN(C)C)C23CN(C(=O)C2CCOCC2)C3)cc1	0	.
N#C[C@H]1N[C@H](CO)[C@@H]1c1ccc(C#CC2CCCCC2)cc1	-43	0.0
COC(=O)[C@H]1[C@H](CO)[C@H]2Cn3c(ccc(-c4ccccc4OC)c3=O)[C@H]2N1C(=O)c1cnccn1	-11	0.0
C[C@@H]1CCCCO[C@H](CN(C)S(=O)(=O)c2ccc(Cl)cc2)[C@@H](C)CN([C@@H](C)CO)C(=O)c2cc(NC(=O)Nc3ccc(C(F)(F)F)cc3)ccc2O1	-30	0.3
COCC(=O)N1CC(=O)N2[C@@H](CO)[C@@H](c3ccc(-c4ccccc4F)cc3)[C@@H]2C1	22	0.0
COc1ccccc1-c1cn(CC[C@H]2CC[C@H](NC(=O)C3CCCCC3)[C@H](CO)O2)nn1	26	0.0
O=C(C[C@H]1C=C[C@@H](NC(=O)Nc2ccc3c(c2)OCO3)[C@H](CO)O1)NCCCN1CCOCC1	-11	0.0
CN(C)C(=O)C[C@@H]1CC[C@H]2[C@@H](COC[C@@H](O)CN2S(=O)(=O)c2ccccc2Cl)O1	12	0.0
Cc1ccccc1-c1ccc([C@H]2[C@H](CO)N3C(=O)CN(S(C)(=O)=O)C[C@@H]23)cc1	9	0.0
CO[C@@H]1CN(C)C(=O)c2cc(NC(=O)CC(F)(F)F)ccc2OC[C@@H](C)N(CC2CC2)C[C@H]1C	5	0.0
Cc1ccc(S(=O)(=O)Nc2ccc3c(c2)CC(=O)N([C@H](C)CO)C[C@H](C)[C@H](CN(C)S(=O)(=O)c2ccccc2)O3)cc1	11	0.0
Cc1noc(C)c1NC(=O)Nc1ccc2c(c1)C(=O)N([C@@H](C)CO)C[C@H](C)[C@@H](CN(C)Cc1ccc3c(c1)OCO3)OCCCC[C@H](C)O2	-27	0.0
O=C(C[C@H]1CC[C@@H]2[C@H](COC[C@H](O)CN2C(=O)c2ccccc2F)O1)NCc1ccc(Cl)c(Cl)c1	21	0.0

2 of the compounds above, as a markdown table:
| SMILES | DLD1 CTGF mRNA | Pax4 mRNA alpha TC1 |
| --- | --- | --- |
| CO[C@@H]1CN(C)C(=O)c2ccc(NC(=O)Nc3c(C)noc3C)cc2OC[C@@H](C)N(CCC(F)(F)F)C[C@H]1C | 13 | 0.0 |
| O=C(Cc1ccccn1)N1CC(=O)N2[C@H](C1)[C@H](c1ccc(C#CCC3CCCC3)cc1)[C@@H]2CO | 18 | 0.0 |

4 of the compounds above, with bars between the fields.
molecule | DLD1 CTGF mRNA | Pax4 mRNA alpha TC1
COCC(=O)N1CC(=O)N2[C@@H](CO)[C@@H](c3ccc(-c4ccccc4F)cc3)[C@@H]2C1 | 22 | 0.0
COc1ccccc1-c1cn(CC[C@H]2CC[C@H](NC(=O)C3CCCCC3)[C@H](CO)O2)nn1 | 26 | 0.0
O=C(C[C@H]1C=C[C@@H](NC(=O)Nc2ccc3c(c2)OCO3)[C@H](CO)O1)NCCCN1CCOCC1 | -11 | 0.0
CN(C)C(=O)C[C@@H]1CC[C@H]2[C@@H](COC[C@@H](O)CN2S(=O)(=O)c2ccccc2Cl)O1 | 12 | 0.0

New compounds follow.
SMILES	DLD1 CTGF mRNA	Pax4 mRNA alpha TC1
COc1ccccc1NC(=O)N1CC[C@@H]2[C@H]1c1cc(C#Cc3cccc(F)c3)ccc1N(C)[C@@H]2CO	20	0.0
CCCNC(=O)Nc1ccc2c(c1)C(=O)N(C)C[C@@H](OC)[C@H](C)CN(C)[C@@H](C)CO2	-11	0.0
CS(=O)(=O)N1CC2(C1)[C@H](c1ccccc1)[C@H](CO)N2Cc1ccccc1	-71	.
C/C=C/c1ccc([C@@H]2[C@H](CO)N(C(=O)c3ccccc3)C23CN(C(C)=O)C3)cc1	11	.
C[C@@H]1CN([C@@H](C)CO)C(=O)Cc2cc(N(C)C)ccc2O[C@@H]1CN(C)Cc1ccc(-c2ccccc2)cc1	-31	0.0
CNC[C@H]1OCc2cn(nn2)CCCC(=O)N([C@@H](C)CO)C[C@H]1C	14	0.0
COc1ccc2c3c([nH]c2c1)[C@H](CO)N(C)CC31CCN(S(=O)(=O)c2ccc(C)cc2)CC1	16	0.0
CCS(=O)(=O)Nc1ccc2c(c1)C(=O)N(C)[C@H]1CC[C@H](CC(=O)N3CCN(C)CC3)O[C@@H]1CO2	-22	0.0
O=C(Nc1cc(F)ccc1F)N[C@@H]1CC[C@@H](CC(=O)N2CCc3ccccc3C2)O[C@H]1CO	5	0.0
C[C@@H]1CN([C@H](C)CO)C(=O)c2cc(NC(=O)Nc3ccc4c(c3)OCO4)ccc2O[C@@H](C)CCCCO[C@H]1CN(C)S(=O)(=O)c1ccccc1	-34	0.0
COc1ccc(C(=O)N2C[C@@H]3[C@H](c4ccccc42)[C@H](CO)N3C(=O)NC(C)C)cc1	-12	0.0
COc1cccc(CN2C[C@@H]3N[C@H](C2)C3c2ccc(-c3ccccc3C)cc2)c1 (stereo partly specified)	-172&-49	0.0&0.0
C[C@H]1CN([C@@H](C)CO)C(=O)c2cc(Br)cnc2O[C@H]1CN(C)Cc1ccc(Oc2ccccc2)cc1	9	0.0
C[C@@H]1CCCCO[C@H](CN(C)CC2CCCCC2)[C@H](C)CN([C@H](C)CO)C(=O)c2cc(NS(C)(=O)=O)ccc2O1	-25	0.0
COCCNC(=O)C[C@@H]1CC[C@@H]2[C@H](COC[C@@H](O)CN2Cc2ccc(Cl)c(Cl)c2)O1	8	0.0
O=C(C[C@H]1CC[C@H]2[C@@H](COC[C@@H](O)CN2C(=O)Nc2cccc(F)c2)O1)NCCCN1CCOCC1	5	0.0
O=C(N[C@H]1C=C[C@H](CC(=O)N2CCN(c3ccccc3)CC2)O[C@H]1CO)c1ccccc1	3	0.0
C[C@H]1CN([C@@H](C)CO)S(=O)(=O)c2ccc(C#Cc3cccc(F)c3)cc2O[C@H]1CN(C)S(=O)(=O)c1cn(C)cn1	42	0.1
CC(C)(C)[S@@](=O)N1Cc2cc(C(=O)NCC(F)(F)F)nc(-c3cccc(-c4cccc(F)c4)c3)c2[C@H]1CCO	?	0.0
C[C@@H]1CN([C@@H](C)CO)C(=O)c2cc(NS(C)(=O)=O)ccc2O[C@@H]1CN(C)C	13	0.0
C[C@@H]1CC=CC[C@@H](c2ccc3c(c2)OCO3)NC(=O)[C@@H](C)N(C)C(=O)c2ccccc2O1 (mixture of isomers)	13	0.0
CC(C)NC(=O)N1CC2(C1)[C@H](c1ccccc1)[C@@H](CO)N2C(=O)C1CCOCC1	-13	.
CCCN1C[C@@H](C)[C@@H](OC)CN(C)C(=O)c2ccc(NS(=O)(=O)c3cn(C)cn3)cc2OC[C@H]1C	-6	0.0
CCCC(=O)Nc1ccc2c(c1)C(=O)N(C)[C@@H]1CC[C@@H](CC(=O)N3CCCCC3)O[C@@H]1CO2	-4	0.0
COc1ccccc1CNC(=O)C[C@@H]1CC[C@H]2[C@@H](COC[C@@H](O)CN2Cc2ccc3c(c2)OCO3)O1	3	0.0
CN1c2ccc(-c3cccc(C#N)c3)cc2[C@H]2[C@H](CCN2C(=O)CN2CCOCC2)[C@@H]1CO	-27	0.0
CNC[C@@H]1OCc2cnnn2CCCC(=O)N([C@H](C)CO)C[C@H]1C	-31	0.0
C/C=C/c1ccccc1[C@@H]1[C@@H](C#N)N(C(=O)CN2CCOCC2)[C@H]1CO	-31	0.0
CCS(=O)(=O)N1[C@H](CO)[C@@H](c2ccc(-c3cccc(F)c3)cc2)[C@@H]1C#N	-7	0.0
CO[C@H](CN(C)C(=O)c1cc(Cl)cc(Cl)c1)[C@@H](C)CN(C(=O)Nc1ccc(F)cc1)[C@@H](C)CO	-11	0.0
C[C@H]1CN([C@@H](C)CO)C(=O)c2ccccc2-c2ccccc2CO[C@@H]1CN(C)C(=O)[C@@H]1CCCN1C	-10	0.0
COc1ccccc1S(=O)(=O)N(C)C[C@@H]1OCc2ccccc2-c2ccccc2C(=O)N([C@@H](C)CO)C[C@H]1C	26	0.0
C[C@@H]1CN([C@@H](C)CO)C(=O)c2ccccc2-c2ccccc2CO[C@H]1CN(C)C(=O)[C@H]1CCCN1C	5	0.0
Cc1noc(C)c1S(=O)(=O)Nc1ccc2c(c1)CC(=O)N([C@H](C)CO)C[C@@H](C)[C@H](CN(C)Cc1ccc(Oc3ccccc3)cc1)O2	8	0.0

The list is partial; the hit share may differ from the screen's.
